BH1578 lux ind – induces V. cholerae light production without autoinducers; V. cholerae BH1578 lux reporter, luminescence, 6 h; activation, % at 18.7 µM; actives 0.16% (n = 350,000); AID 588436; in the data active = activation mostly above about 9.7%, no sharp cut-off; note: not every result past the cut was called active; inactives centre near 0; reference of the scale not given here
FadD28 FP inh – inhibitors of Mycobacterium tuberculosis FadD28 bisubstrate binding | FadD28 bisubstrate probe binding, fluorescence polarization | inhibition, % at 12.5 µM | actives 0.22% (n = 360,000) | AID 588549; in the data active = inhibition above about 8.5%, passing the limit was not always enough
UGM FP inh – Mtb UDP-galactopyranose mutase inhibition; purified UGM, fluorescence polarization probe displacement; inhibition, % at 10 µM; actives 0.06% (n = 320,000); in the data active = inhibition above about 10%, passing the limit was not always enough
Y pestis TopoI – inhibitors of Yersinia pestis topoisomerase I. activity, % at 10 µM. Y. pestis Topo-I cleavage product accumulation, plate reader. AID 504884. actives 0.064% (n = 360,000); in the data active = activity above about 50%, passing the limit was not always enough; note: inactives centre near 2
PfHsp40 rescue – compounds rescuing yeast from Plasmodium falciparum HSP40 toxicity; S. cerevisiae expressing PfHsp40, growth rescue, ATP luminescence; growth rescue, % at 12.5 µM; actives 0.68% (n = 340,000); AID 504582; in the data active = growth rescue above about 28%, passing the limit was not always enough;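 note: yeast W303a lacking pdr1 and pdr3 grown in galactose medium; growth measured after three days at 30 °C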
FBA Mtb inh – inhibits M. tuberculosis FBA enzyme; actives 2.3% (n = 360,000); purified M. tuberculosis FBA, fluorescence read-out; P9WQA3; inhibition, % at 1 µM; in the data active = inhibition above about 27%;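 note: 0% = vehicle and 100% = reference inhibitor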
BioA inh – blocks M. tuberculosis BioA enzyme activity | purified M. tuberculosis BioA enzyme, plate reader | inhibition, % at 9.99 µM | actives 0.096% (n = 360,000) | AID 602481; in the data active = inhibition above about 40%
TcdB GH inh – inhibitors of Clostridioides difficile toxin B glycohydrolase; P18177; TcdB glycohydrolase enzymatic assay, plate reader; inhibition, % at 9.99 µM; actives 0.24% (n = 350,000); in the data active = inhibition above about 10%
GDH-TPI counter – counter-screen for M. tuberculosis FBA inhibitors: GDH-TPI coupled enzymes. GDH-TPI coupled enzyme counterscreen, NADH absorbance. inhibition, % at 4.8 µM. actives 1.2% (n = 360,000); in the data active = inhibition above about 30%;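 note: 0% = DMSO wells and 100% = wells lacking the enzyme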
* marks the source's active call; other numbers are inactive results; i = inactive; / = no result given; & = joins results of further samples.

The opening 5 compounds (preview)
SMILES | BH1578 lux ind | FadD28 FP inh | UGM FP inh | Y pestis TopoI | PfHsp40 rescue | FBA Mtb inh | BioA inh | TcdB GH inh | GDH-TPI counter
COc1cccc(OCC(=O)N2CCN(C)CC2)c1 | -10 | -4.7 | -0.8 | -3 | -2.1 | -5 | -2.3 | / | 5
CCSc1nc2ccccc2n1Cc1ccccc1F | 0.7 | -1.3 | 0.0 | 4 | -2.2 | 0 | / | / | 3
COc1cccc(NC(=O)COC(=O)c2c(F)cccc2Cl)c1 | -0.1 | / | 0.9 | -19 | 1.5 | -2 | / | -0.9 | -3
O=C(Nc1ccc(Br)cc1)C1OCCc2ccccc21 (stereo unspecified) | -3.2 | -1.2 | -1.2 | 6 | 4.5 | -2 | / | 3.5 | 4
COc1ccccc1N(O)C1CC(=O)N(c2ccc(Br)cc2)C1=O (stereo unspecified) | -2.2 | 3.9 | 0.6 | -13 | 0.3 | -3 | 1.4 | / | -4

The whole of this part, from the first entry:
SMILES | BH1578 lux ind | FadD28 FP inh | UGM FP inh | Y pestis TopoI | PfHsp40 rescue | FBA Mtb inh | BioA inh | TcdB GH inh | GDH-TPI counter
COc1cccc(OCC(=O)N2CCN(C)CC2)c1 | -10 | -4.7 | -0.8 | -3 | -2.1 | -5 | -2.3 | / | 5
CCSc1nc2ccccc2n1Cc1ccccc1F | 0.7 | -1.3 | 0.0 | 4 | -2.2 | 0 | / | / | 3
COc1cccc(NC(=O)COC(=O)c2c(F)cccc2Cl)c1 | -0.1 | / | 0.9 | -19 | 1.5 | -2 | / | -0.9 | -3
O=C(Nc1ccc(Br)cc1)C1OCCc2ccccc21 (stereo unspecified) | -3.2 | -1.2 | -1.2 | 6 | 4.5 | -2 | / | 3.5 | 4
COc1ccccc1N(O)C1CC(=O)N(c2ccc(Br)cc2)C1=O (stereo unspecified) | -2.2 | 3.9 | 0.6 | -13 | 0.3 | -3 | 1.4 | / | -4
Cc1cccc(OCCSc2nc(N)cc(N)n2)c1 | i | -5.1 | -1.7 | -3 | 0.9 | -6 | -1.6 | 2.1 | 4
CC(C)N(Cc1ccccc1)C(=O)c1ccc2nsnc2c1 | -0.3 | -5.2 | 2.5 | -3 | 0.5 | -2 | -1.4 | 1.5 | 0
Cc1nn(-c2ccccc2)c2c1C(=O)NC(=O)C(C)(C)C2 | -0.4 | -2.9 | 1.5 | -1 | -0.8 | 4 | 0.2 | / | 3
CCCC(=O)N1CCC1(C)C(=O)NS(=O)(=O)c1ccc(C)cc1 (stereo unspecified) | 1.2 | -3.8 | / | 2 | / | -1 | -0.4 | -0.6 | 4
CCOC(=O)Cn1c(=O)c2c(nc3n2CC(C)CN3Cc2ccccc2)n(C)c1=O (stereo unspecified) | 0.5 | -0.9 | 3.2 | 14 | -1.4 | 1 | 6.3 | 1.2 | 4
CC1CCN(c2ccccc2NC(=S)NC(=O)c2ccc(-c3cccc([N+](=O)[O-])c3)o2)CC1 | / | -1.1 | -0.7 | 8 | -1.2 | 5 | -0.8 | / | -4
COc1cccc(NC(=O)N(C)C[C@@H]2OCc3cnnn3CCCC(=O)N([C@@H](C)CO)C[C@H]2C)c1 | -0.6 | -3.1 | / | -3 | / | -2 | -0.3&-1.0 | -1.7&1.7 | -4
COCCNC(=O)c1ccc(N2CC3CC(C2)c2cccc(=O)n2C3)c(NC(=O)c2c(F)cccc2F)c1 (stereo unspecified) | -0.4 | -1.8 | 2.5 | -7 | 6.7 | -3 | 2.0 | -1.6 | 0
CCN(CC)S(=O)(=O)c1cc(C(=O)Oc2ccccc2OC)ccc1OC | -2.9 | -2.6 | 4.0 | 13 | 19 | 1 | 0.2 | / | 1
COc1cc(C(=O)NC2CCCCC2)ccc1OCc1ccc(Cl)cc1Cl | i | -0.8 | -4.3 | 2 | -0.2 | -2 | / | 0.0 | 1
COc1cccc(CNC(=O)CCC2CCCN(C/C=C/c3ccccc3OC)C2)c1 (stereo unspecified) | 1.4 | 1.1 | 0.7 | 18 | -1.5 | 0 | -1.1 | 0.3 | 4
CCOC(=O)[C@@H]1[C@H]2COc3ccccc3[C@@H]2N2C(=O)N(c3ccc(Br)cc3)C(=O)[C@]12C | i | -1.8 | -2.6 | -5 | 0.7 | 4 | -0.5 | 0.9 | 12
CSC1=C(C#N)C(c2ccccc2)C(C(C)=O)=C(C)N1 (stereo unspecified) | -0.3 | -0.6 | -2.4 | 0 | -1.5 | 2 | / | 5.6 | -4
CSCC[C@H](NC(=O)OC(C)(C)C)C(=O)N1CCC(C(=O)NCC(=O)Nc2ccc(C)cc2)CC1 | -0.4 | -1.4 | -2.3 | -5 | -0.1 | 4 | -3.0 | 0.0 | 5
Cc1ccc(NC(=O)Nc2ccc(F)cc2)nc1 | -0.3 | -3.3 | -0.7 | 3 | 1.0 | 2 | 0.9 | / | 6
CCOc1ccc(NC(=O)C2CCCN(c3cnccn3)C2)cc1 (stereo unspecified) | i | -0.3 | -1.7 | 3 | 1.4 | 2 | -0.6 | 2.5 | 8
CN(C)c1ccc(C2C=C(c3ccc(Cl)cc3OC(F)F)Nc3ncnn32)cc1 (stereo unspecified) | / | -0.6 | -1.5 | -2 | 0.8 | 1 | -3.5 | / | 4
CC1C(=O)C(C)C(c2ccccc2)N(N=O)C1c1ccccc1 (stereo unspecified) | / | -3.9 | / | 6 | 0.0 | -2 | / | -3.0 | -2
COc1c(/C=N/NC(=O)c2ccncc2)c(CCN(C)C(C)=O)cc2c1OCO2 | -1.1 | -3.8 | 0.4 | -2 | -0.5 | -3 | -0.5 | 0.9 | 0
Cn1c(N)c(C(=O)COC(=O)[C@@H]2CCCN2S(=O)(=O)c2ccc(Cl)cc2)c(=O)n(C)c1=O | -0.8 | -0.8 | -0.7 | 14 | -1.5 | -4 | / | 0.8 | -2
C/C(Cn1cnc([N+](=O)[O-])n1)=N\NC(=O)c1ccccc1O | -0.2 | -2.7 | 0.7 | -13 | 8.7 | 1 | / | -1.3 | 5
COCCC(=O)N1CCC(Oc2ccc(C(=O)N3CCCC(COC)C3)cc2)CC1 (stereo unspecified) | -1.6 | -3.9 | / | 2 | 0.9 | 0 | -1.2 | 0.5 | 3
COC(=O)c1ccc(C2SCC(=O)N2Cc2ccccc2)cc1 (stereo unspecified) | 0.1 | -4.1 | -1.3 | 15 | -0.2 | -2 | -0.3 | / | -8
OC(c1ccccn1)c1c[nH]c2ccccc12 (stereo unspecified) | i | 0.1 | 3.0 | -4 | -0.6 | 10 | / | / | 3
C[C@@H]1CN([C@@H](C)CO)C(=O)c2cc(/C=C/c3ccccc3)cnc2O[C@@H]1CN(C)S(=O)(=O)c1ccc(F)cc1 | -0.7 | -0.9 | / | 11 | / | 16 | 0.3&-5.1 | 2.2&0.8 | 1
CCOc1ccc([N+](=O)[O-])c(N)c1 | i | 0.4 | 2.4 | -1 | 0.3 | 3 | / | / | 16
CC(C)NC(=S)Nc1ccc2nc3n(c(=O)c2c1)CCCCC3 | 1.4 | -1.7 | 3.6 | -5 | -1.2 | 0 | / | 1.4 | -2
COc1ccc(-c2nc3ccc([N+](=O)[O-])cc3[nH]2)cc1 | -0.6 | -9.5 | -0.3 | -18 | 22 | -4 | / | 14* | 19
Cc1ccc(N2CC(C(=O)NCc3n[nH]c(=O)c4ccccc34)CC2=O)cc1 (stereo unspecified) | 16 | -2.7 | -2.9 | 4 | -0.4 | 0 | / | 0.7 | -4
NC1=NC2(CCCCC2)n2c(nc3ccccc32)N1 | i | 0.0 | -0.5 | -1 | -1.4 | 10 | -2.5 | / | 3
COc1cc(OC)cc(C(=O)N[C@H](C(=O)OCC(=O)c2c[nH]c3ccccc23)C(C)C)c1 | 0.8 | -3.8 | -2.7 | 2 | 0.3 | 1 | 0.2 | 0.8 | 0
COCCOc1ccc(C(F)(F)F)cc1NC(=O)c1ccc(F)cc1 | -0.2 | -2.5 | 2.2 | -12 | 0.2 | -3 | / | / | 3
CC(=O)c1ccc(NC(=O)N2C[C@H]3C[C@@H](C2)c2cccc(=O)n2C3)cc1 | -0.5 | -2.4 | 3.3 | -7 | -1.1 | 0 | 0.4 | 0.7 | 7
O=C(CCC1N=C2c3ccccc3N=C(SCC(=O)NCC3CCCO3)N2C1=O)NCc1ccc(F)cc1 (stereo unspecified) | -0.2 | -2.9 | -0.5 | 9 | -1.5 | 23 | 1.2 | -0.3 | -3
CCn1c(C)c(P(c2ccccc2)c2ccccc2)[n+]2ccccc12 | -0.5 | -0.5 | 1.2 | -2 | -0.1 | 6 | / | -0.7 | 4
C=CCN1C(=O)CSC1=Nc1ccc(O)cc1 | i | -1.2 | -1.7 | 5 | -0.4 | -1 | / | / | 6
O=C(Nc1cc(=O)[nH]c2ncnn12)c1ccco1 | -0.4 | -0.4 | -0.7 | 7 | -0.4 | 1 | -0.1 | 0.6 | 23
C=C[C@@]12CN(C)[C@H]3[C@H]1[C@@]1(C(=O)Nc4ccccc41)C1CC2[C@@H]3CO1 | -0.2 | -0.3 | -0.2 | 9 | 9.9 | -2 | 0.4 | 0.5 | -3
O=C(CCNC(=O)C1CCN(S(=O)(=O)c2ccc(F)cc2)CC1)NCCc1ccc(Cl)cc1 | -1.8 | -0.6 | -1.1 | 11 | 0.6 | -2 | 0.3 | -1.4 | 7
COc1ccc(CSc2nc(C)cc(=O)[nH]2)cc1 | 0.9 | -4.4 | -1.7 | -7 | -0.7 | -8 | 2.4 | / | 1
CCOC(=O)Cn1c(=O)c2c(nc(Br)n2Cc2ccccc2Cl)n(C)c1=O | 7.7 | -2.1 | 1.8 | 1 | 2.8 | 1 | -0.4 | / | 11
CC(Oc1ccccc1)C(=O)Nc1ccccc1F (stereo unspecified) | i | 0.1 | 0.1 | 12 | -1.8 | 1 | 0.3 | 0.5 | 7
O=C(O)CCc1ccc(-c2ccc(F)cc2)n1NC(=O)c1ccco1 | i | -3.7 | -2.7 | -7 | -1.0 | -2 | -0.6 | / | 1
O=C(NCCCNC(=O)c1ccco1)c1ccc(Cl)c(Cl)c1 | -0.3 | 2.1 | 0.9 | -5 | 0.9 | 6 | 1.8 | -0.5 | 0
COc1ccc(C2(C(=O)Nc3c(C)n(C)n(-c4ccccc4)c3=O)CCCC2)cc1OC | -1.9 | -3.9 | 0.9 | 1 | 0.7 | 0 | 0.0 | / | 3

One compound at a time (already shown).
COc1ccc(-c2nc3ccc([N+](=O)[O-])cc3[nH]2)cc1 as listed: BH1578 lux ind: -0.6; FadD28 FP inh: -9.5; UGM FP inh: -0.3; Y pestis TopoI: -18; PfHsp40 rescue: 22; FBA Mtb inh: -4; BioA inh: /; TcdB GH inh: 14*; GDH-TPI counter: 19
CC1CCN(c2ccccc2NC(=S)NC(=O)c2ccc(-c3cccc([N+](=O)[O-])c3)o2)CC1 as listed: BH1578 lux ind: /; FadD28 FP inh: -1.1; UGM FP inh: -0.7; Y pestis TopoI: 8; PfHsp40 rescue: -1.2; FBA Mtb inh: 5; BioA inh: -0.8; TcdB GH inh: /; GDH-TPI counter: -4

(next part)
SMILES | BH1578 lux ind | FadD28 FP inh | UGM FP inh | Y pestis TopoI | PfHsp40 rescue | FBA Mtb inh | BioA inh | TcdB GH inh | GDH-TPI counter
O=C(Nc1ccccc1)c1ccc(S(=O)(=O)N(CCO)CCO)cc1 | i | 1.0 | 0.1 | 1 | -1.6 | 3 | 0.9 | / | -7
CNS(=O)(=O)c1cccc(C(=O)OCC(=O)Nc2ccccc2F)c1 | -0.2 | -1.5 | -3.7 | 1 | 0.2 | -3 | / | 2.1 | 5
COc1ccc(C(CNC(=O)C(C)c2ccc3cc(OC)ccc3c2)N(C)C)cc1 (stereo unspecified) | -0.6 | -1.3 | -0.5 | 3 | -2.9 | 0 | 0.8 | 0.2 | -3
O=C(O)C1CC=CCC1C(=O)N1CCCC1 (stereo unspecified) | 5.9 | -0.3 | -2.0 | 0 | -1.3 | 0 | -1.8 | / | -6

Structures shown so far that contain a COOH group, in the order listed:
SMILES | BH1578 lux ind | FadD28 FP inh | UGM FP inh | Y pestis TopoI | PfHsp40 rescue | FBA Mtb inh | BioA inh | TcdB GH inh | GDH-TPI counter
O=C(O)CCc1ccc(-c2ccc(F)cc2)n1NC(=O)c1ccco1 | i | -3.7 | -2.7 | -7 | -1.0 | -2 | -0.6 | / | 1
O=C(O)C1CC=CCC1C(=O)N1CCCC1 (stereo unspecified) | 5.9 | -0.3 | -2.0 | 0 | -1.3 | 0 | -1.8 | / | -6

Screening results as filed in PubChem.

The order is random; about 4.6% have a hit in one of these screens.
